PolyA inhibitor = polyadenylation inhibitors in yeast reporter cells, primary screen, luminescence, S. cerevisiae; 300,000 compounds, 0.02% hits; calls only at 12 µM; AID 1875, 2009; S. cerevisiae SKY197-pL101 polyadenylation reporter, beta-gal luminescence; efflux-impaired pdr1/pdr3 knockout yeast; score 100 = 6 SD above DMSO;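 active = lowest replicate activity score at least 50, where 100 means six control SD above control mean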;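 note: yeast exposed to compound for 9 h at 30 °C; higher score means more reporter readthrough which indicates perturbed polyadenylation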
RGS4 pot = RGS4 potentiators or activators, primary screen, cell-based, HEK293 M3R inducible RGS4, calcium flux; carbachol calcium flux Fluo4; hits give low values; 310,000 compounds, 0.92% hits; AID 463111, 2010; B-score at 10 µM;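 active = B-score of the integrated calcium signal more than 4 SD below the library mean, with starting fluorescence not abnormally high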;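 note: negative B-score means reduced calcium response which marks RGS4 activation or potentiation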
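Also added: carbachol at ECmax as muscarinic agonist stimulus; Assay system: HEK293 cells with stable M3R and inducible RGS4; Timing: overnight RGS4 induction, 30 min dye load 37 °C, 20 min compound RT; Measured by: Fluo4-AM (2 µM) calcium-flux fluorescence, kinetic read.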
DYRK1A inh = rat Dyrk1A kinase inhibitors, primary screen, biochemical, single point, plate reader; Dual specificity tyrosine-phosphorylation-regulated kinase 1A (Rattus norvegicus), Q63470; inhibition, % at 12.5 µM; AID 504441, 2011; 310,000 compounds, 0.43% hits; ADP-Glo luminescence, NFATc1 peptide; in the data active = inhibition above about 50%;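 note: plate controls were vehicle with enzyme for no effect and no enzyme for full effect; many of its hits are not listed in these tables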
hERG protect = hERG rescue from dofetilide block, primary screen, cell-based, CHO-hERG, FluxOR thallium flux, dofetilide IC70; activation (rescue from dofetilide block), less the hit threshold, % at 10 µM; 310,000 compounds, 0.51% hits; AID 1511, 2009; dofetilide IC70 present;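 active = activation above the mean of controls blocked by dofetilide plus 5 SD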;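 note: thallium influx through hERG after potassium depolarization seen as dye fluorescence rise; in these data hits start at about 4.7%; inactives centre near -7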
KCNQ1 block = inhibitors of human KCNQ1 channel, primary screen, cell-based, thallium flux, high-throughput; Potassium voltage-gated channel subfamily KQT member 1 (Homo sapiens), P51787; CHO-K1 KCNQ1, FluxOR thallium flux fluorescence; hits give high values; B-score at 10 µM; 310,000 compounds, 1.3% hits; AID 2642, 2010;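 active = compounds whose thallium flux B-score, printed positive for inhibition, exceeds three library SD while starting fluorescence stays within three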;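 note: channel opened by potassium depolarization with thallium stimulus after 20 min compound exposure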
Target sequence (P51787 whole entry, looked up): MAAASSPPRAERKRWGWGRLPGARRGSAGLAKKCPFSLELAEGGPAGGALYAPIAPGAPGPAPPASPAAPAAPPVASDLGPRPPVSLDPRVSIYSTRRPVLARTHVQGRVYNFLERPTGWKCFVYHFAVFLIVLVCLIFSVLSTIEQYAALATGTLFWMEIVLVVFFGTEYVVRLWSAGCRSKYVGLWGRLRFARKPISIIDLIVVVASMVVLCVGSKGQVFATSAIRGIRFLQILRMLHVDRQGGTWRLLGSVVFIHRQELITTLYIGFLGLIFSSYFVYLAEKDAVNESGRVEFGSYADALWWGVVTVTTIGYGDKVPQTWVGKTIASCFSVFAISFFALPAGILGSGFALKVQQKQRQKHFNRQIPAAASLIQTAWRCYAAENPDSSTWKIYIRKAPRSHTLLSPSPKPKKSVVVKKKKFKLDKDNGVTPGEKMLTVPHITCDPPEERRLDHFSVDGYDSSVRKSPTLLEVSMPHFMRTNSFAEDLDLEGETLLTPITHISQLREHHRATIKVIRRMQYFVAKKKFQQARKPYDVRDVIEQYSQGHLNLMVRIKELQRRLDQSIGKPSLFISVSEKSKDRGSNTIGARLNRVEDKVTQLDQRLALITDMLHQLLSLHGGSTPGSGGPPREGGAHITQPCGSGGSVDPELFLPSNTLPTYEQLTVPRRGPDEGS
GSK3B inh = human GSK3beta kinase inhibitors, primary screen, biochemical, cell-free homogeneous, HTS | GST-GSK3beta kinase, ADP-Glo luminescence, 60 min; hits give low values | activity score (negative = inhibition), % at 10 µM | 300,000 compounds, 0.038% hits | AID 2097, 2009;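 active = more than half of replicate wells score below -50%, meaning over 50% inhibition versus plate controls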;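 note: 0% = median DMSO wells and -100% = median GW8510 positive control wells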
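Test system: GST-tagged human GSK3beta kinase, cell-free; evaluation: activity score scaled between in-plate DMSO and GW8510 controls; measured by: ADP-Glo luminescence; incubation: 60 min reaction, RT; benchmarks: DMSO and 20 µM GW8510; reagent: peptide substrate plus 25 µM ATP (final); medium: Tris/MgCl2 kinase buffer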
RGS4 inh = RGS4 inhibitors, primary screen, cell-based, HEK293 M3R inducible RGS4, calcium flux. Fluo-4 calcium flux; hits give high values; triggered by carbachol at its EC20. 310,000 compounds, 0.45% hits. AID 463165, 2010. B-score at 10 µM. Regulator of G-protein signaling 4 (Homo sapiens), P49798;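 active = B-score, a plate-corrected calcium signal, over three deviations above library mean, with baseline fluorescence within five deviations of library mean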;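 note: RGS4 expression induced by doxycycline in cells with stable M3 receptor; B-score is computed from the integrated fluorescence ratio over baseline after carbachol; higher B-score means a larger calcium signal and so more RGS4 inhibition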
GSK3 alpha inh = blockers of GSK3A enzyme activity – biochemical, luminescence, cell-free homogeneous, HTS, primary screen | 320,000 compounds, 0.1% hits | inhibition, % at 10 µM | AID 2650, 2010 | Glycogen synthase kinase-3 alpha (Homo sapiens), P49840 | GSK-3 alpha kinase, ADP-Glo luminescence, 60 min;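 in the data active = inhibition above about 50%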;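 note: GST-tagged GSK-3 alpha with peptide substrate and 25 µM ATP; 0% = DMSO neutral wells and 100% = GW8510 positive control wells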
KCNK9 inh = KCNK9 potassium channel inhibitors, primary screen, HEK293 cells, thallium flux; B-score at 10 µM; FluxOR thallium flux fluorescence; hits give low values; Potassium channel subfamily K member 9 (Homo sapiens), Q9NPC2; 310,000 compounds, 1.2% hits;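 active = ratio B-score over 3 SD below the library mean, with starting fluorescence within 5 SD of its mean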;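 note: negative B-score means less thallium flux so channel inhibition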
Target sequence (Q9NPC2 whole entry, looked up): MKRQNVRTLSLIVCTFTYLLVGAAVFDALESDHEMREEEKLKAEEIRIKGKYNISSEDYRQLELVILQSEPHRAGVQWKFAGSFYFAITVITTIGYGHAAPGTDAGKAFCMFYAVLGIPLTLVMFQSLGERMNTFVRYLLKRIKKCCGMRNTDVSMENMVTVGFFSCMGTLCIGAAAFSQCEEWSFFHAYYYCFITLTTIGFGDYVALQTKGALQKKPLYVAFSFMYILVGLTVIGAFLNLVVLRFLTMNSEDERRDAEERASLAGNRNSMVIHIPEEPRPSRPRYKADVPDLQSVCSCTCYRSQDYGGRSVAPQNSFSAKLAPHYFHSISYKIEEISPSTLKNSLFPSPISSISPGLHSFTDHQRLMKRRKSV
KCNQ1 act = potentiators or activators of KCNQ1 channel, primary screen, cell-based, thallium flux, high-throughput; Potassium voltage-gated channel subfamily KQT member 1 (Homo sapiens), P51787; CHO-K1 KCNQ1, thallium flux FluxOR fluorescence; hits give high values; B-score at 10 µM; 310,000 compounds, 0.35% hits; AID 2648, 2010;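 active = fluorescence ratio B-score, a plate-corrected score, at least three library SD, with initial intensity B-score within 5 SD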
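System: Stable KCNQ1 CHO-K1 line | Incubation: 90 min dye loading and 20 min compound exposure, both at room temperature | Measure: Ratio B score | Medium: Assay buffer for compound exposure, DMSO matched across wells | Compound dosing: Single-concentration screen | Probe or stimulus: K+/Tl+ depolarizing stimulus | Measured by: Kinetic FluxOR fluorescence, 10 s baseline plus 110 s post-stimulus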
KCNK3 block = human KCNK3 channel inhibitors, primary screen, CHO cells, FluxOR thallium flux, B-score. Potassium channel subfamily K member 3 (Homo sapiens), O14649. FluxOR fluorescence; hits give low values. B-score at 10 µM. 340,000 compounds, 0.84% hits. AID 602410, 2012;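 active = B-score under library mean minus 4 SD, starting fluorescence ratio at most library mean plus 5 SD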;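 note: more negative B-score means stronger inhibition of thallium flux through KCNK3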
* = called active by the depositor. A portion of the library, so the mix of outcomes need not match the whole.

CCCNC(=O)c1ccc(COc2cccc3ccccc23)o1 was read as PolyA inhibitor inactive, RGS4 pot inactive, hERG protect -6, KCNQ1 block inactive, GSK3B inh 0, RGS4 inh inactive, GSK3 alpha inh -5, KCNK9 inh inactive, KCNQ1 act inactive and KCNK3 block inactive.
COc1cccc(CNC(=O)C2CCN(c3cnccn3)CC2)c1 was read as PolyA inhibitor inactive, RGS4 pot inactive, DYRK1A inh 6, hERG protect -9, KCNQ1 block inactive, GSK3B inh 2, RGS4 inh inactive, GSK3 alpha inh 0, KCNK9 inh inactive, KCNQ1 act inactive and KCNK3 block inactive.
`Cc1ccc(C(=O)OCC(=O)c2c[nH]c3ccccc23)cc1S(=O)(=O)N1CCCCC1` gave PolyA inhibitor inactive, RGS4 pot inactive, DYRK1A inh -3, hERG protect -4, KCNQ1 block inactive, GSK3B inh -1, RGS4 inh inactive, GSK3 alpha inh 9, KCNK9 inh inactive, KCNQ1 act inactive and KCNK3 block inactive.
For CC(C)NC(=O)CSc1nnc(-c2ccncc2)n1-c1ccccc1 the results were PolyA inhibitor inactive, RGS4 pot inactive, DYRK1A inh 18, hERG protect -1, KCNQ1 block inactive, GSK3B inh -9, RGS4 inh inactive, GSK3 alpha inh 2, KCNK9 inh inactive, KCNQ1 act inactive and KCNK3 block inactive.
For O=C(NCCCn1ccnc1)c1cccc(S(=O)(=O)Nc2ccc(Br)cc2)c1 the results were PolyA inhibitor inactive, RGS4 pot inactive, DYRK1A inh 8, hERG protect -4, KCNQ1 block inactive, GSK3B inh 2, RGS4 inh inactive, KCNK9 inh inactive, KCNQ1 act inactive and KCNK3 block inactive.
For NC(=O)c1nsc(C(=O)N(Cc2ccccc2Cl)C(C(=O)NCC2CCCO2)c2ccc(O)cc2)c1N (stereo not drawn) the results were PolyA inhibitor inactive, RGS4 pot inactive, DYRK1A inh -1, hERG protect -13, KCNQ1 block inactive, GSK3B inh 3, RGS4 inh inactive, KCNK9 inh inactive, KCNQ1 act inactive and KCNK3 block inactive.
Screening COc1ccc(-c2noc(CCC(=O)N3CCN(c4cccc(C(F)(F)F)c4)CC3)n2)cc1 returned PolyA inhibitor inactive, RGS4 pot inactive, DYRK1A inh -1, hERG protect -5, KCNQ1 block inactive, GSK3B inh 1, RGS4 inh inactive, GSK3 alpha inh -1, KCNK9 inh inactive, KCNQ1 act inactive and KCNK3 block inactive.
COc1ccc(Nc2nc3ccc(C)cc3cc2C#N)c(OC)c1 was read as PolyA inhibitor inactive, RGS4 pot inactive, DYRK1A inh 0, hERG protect -2, KCNQ1 block inactive, GSK3B inh 3, RGS4 inh inactive, GSK3 alpha inh 1, KCNK9 inh inactive, KCNQ1 act inactive and KCNK3 block inactive.
Screening COc1ccc(NC(=O)c2cc(-c3ccco3)nc3ccccc23)cc1S(=O)(=O)N1CCOCC1 returned RGS4 pot inactive, DYRK1A inh 15, hERG protect -7, KCNQ1 block inactive, GSK3B inh 1, RGS4 inh inactive, GSK3 alpha inh 4, KCNK9 inh inactive, KCNQ1 act inactive and KCNK3 block inactive.
For CC(=O)Nc1cccc(NC(=O)c2cc(C)on2)c1 the results were PolyA inhibitor inactive, RGS4 pot inactive, DYRK1A inh 7, hERG protect -8, KCNQ1 block inactive, GSK3B inh -5, RGS4 inh inactive, GSK3 alpha inh 0, KCNK9 inh inactive, KCNQ1 act inactive and KCNK3 block inactive.
Screening O=C(CSCSCC(=O)Nc1ccc2c(c1)OCO2)Nc1ccc2c(c1)OCO2 returned PolyA inhibitor inactive, RGS4 pot inactive, DYRK1A inh -1, hERG protect 5.0*, KCNQ1 block inactive, GSK3B inh 1, RGS4 inh inactive, GSK3 alpha inh -2, KCNK9 inh inactive, KCNQ1 act inactive and KCNK3 block inactive.
For COc1cc2c(c(OC)c1OC)CC(=O)N(C)CC2 the results were PolyA inhibitor inactive, RGS4 pot inactive, DYRK1A inh 5, hERG protect -4, KCNQ1 block inactive, GSK3B inh -1, RGS4 inh inactive, GSK3 alpha inh -3, KCNK9 inh inactive, KCNQ1 act inactive and KCNK3 block inactive.
CCC(C)NC(=O)CN(c1cc(Cl)cc(Cl)c1)S(C)(=O)=O (stereo not drawn) was read as PolyA inhibitor inactive, RGS4 pot inactive, DYRK1A inh 0, hERG protect -11, KCNQ1 block inactive, GSK3B inh 1, RGS4 inh inactive, GSK3 alpha inh -2, KCNK9 inh inactive, KCNQ1 act inactive and KCNK3 block inactive.
O=C(CSc1nc2c(sc3ccccc32)c(=O)n1CCCN1CCOCC1)NC1CCCC1 was read as PolyA inhibitor inactive, RGS4 pot inactive, DYRK1A inh 1, hERG protect -14, KCNQ1 block inactive, GSK3B inh -1, RGS4 inh inactive, GSK3 alpha inh -1, KCNK9 inh inactive, KCNQ1 act inactive and KCNK3 block inactive.
`O=C1c2ccccc2C(=O)N1CCc1c[nH]c2ccccc12` gave PolyA inhibitor inactive, RGS4 pot inactive, DYRK1A inh 6, hERG protect -8, KCNQ1 block inactive, GSK3B inh -5, RGS4 inh inactive, GSK3 alpha inh -1, KCNK9 inh inactive, KCNQ1 act inactive and KCNK3 block inactive.
`COc1cc(C#Cc2c(-c3ccccc3)n(C)c3ccccc23)cc(OC)c1` gave PolyA inhibitor inactive, RGS4 pot inactive, hERG protect -8, KCNQ1 block inactive, GSK3B inh 3, RGS4 inh inactive, GSK3 alpha inh -1, KCNK9 inh inactive, KCNQ1 act inactive and KCNK3 block inactive.
COC(=O)C1C/C(=N\NS(=O)(=O)c2ccc(C)cc2)c2sccc2C1 (stereo not drawn) was read as PolyA inhibitor inactive, RGS4 pot inactive, DYRK1A inh -2, hERG protect -4, KCNQ1 block inactive, GSK3B inh -1, RGS4 inh inactive, GSK3 alpha inh 7, KCNK9 inh inactive, KCNQ1 act inactive and KCNK3 block inactive.
Screening COc1ccccc1/C=C/C(=O)Nc1ccc(S(=O)(=O)Nc2cc(C)on2)cc1 returned PolyA inhibitor inactive, RGS4 pot inactive, DYRK1A inh 9, hERG protect -6, KCNQ1 block inactive, GSK3B inh -5, RGS4 inh inactive, GSK3 alpha inh -1, KCNK9 inh inactive, KCNQ1 act inactive and KCNK3 block inactive.
Screening O=C(Nc1ccccc1C(F)(F)F)Nc1cccc2ccccc12 returned PolyA inhibitor inactive, RGS4 pot inactive, DYRK1A inh -2, hERG protect -8, KCNQ1 block inactive, GSK3B inh 4, RGS4 inh inactive, GSK3 alpha inh 5, KCNK9 inh inactive, KCNQ1 act inactive and KCNK3 block inactive.
For CCN1C(=S)N[C@@H](c2cccs2)C(C(=O)OC)=C1C the results were PolyA inhibitor inactive, RGS4 pot inactive, DYRK1A inh 6, hERG protect -9, KCNQ1 block inactive, GSK3B inh -2, RGS4 inh inactive, GSK3 alpha inh -1, KCNK9 inh inactive, KCNQ1 act inactive and KCNK3 block inactive.

Next part, overlapping the part above by 2 compounds.
Screening O=C(Nc1ccccc1C(F)(F)F)Nc1cccc2ccccc12 returned PolyA inhibitor inactive, RGS4 pot inactive, DYRK1A inh -2, hERG protect -8, KCNQ1 block inactive, GSK3B inh 4, RGS4 inh inactive, GSK3 alpha inh 5, KCNK9 inh inactive, KCNQ1 act inactive and KCNK3 block inactive.
For CCN1C(=S)N[C@@H](c2cccs2)C(C(=O)OC)=C1C the results were PolyA inhibitor inactive, RGS4 pot inactive, DYRK1A inh 6, hERG protect -9, KCNQ1 block inactive, GSK3B inh -2, RGS4 inh inactive, GSK3 alpha inh -1, KCNK9 inh inactive, KCNQ1 act inactive and KCNK3 block inactive.
For CCN(CC)C(=S)Nc1ccc2nc3n(c(=O)c2c1)CCCCC3 the results were RGS4 pot inactive, hERG protect -8, KCNQ1 block inactive, GSK3B inh 2, RGS4 inh inactive, GSK3 alpha inh 7, KCNK9 inh inactive, KCNQ1 act inactive and KCNK3 block inactive.
`Cc1ccc(CNC(=O)CCSCc2ccccc2C)cc1` gave PolyA inhibitor inactive, RGS4 pot inactive, DYRK1A inh -2, hERG protect -1, KCNQ1 block inactive, GSK3B inh 2, RGS4 inh inactive, GSK3 alpha inh 0, KCNK9 inh inactive, KCNQ1 act inactive and KCNK3 block inactive.
CC(C)Oc1ccc(C2CC(=O)NC3=C2C(=O)CCC3)cc1 (stereo not drawn) was read as PolyA inhibitor inactive, RGS4 pot inactive, DYRK1A inh -6, hERG protect -7, KCNQ1 block inactive, GSK3B inh -2, RGS4 inh inactive, GSK3 alpha inh -2, KCNK9 inh inactive, KCNQ1 act inactive and KCNK3 block inactive.
CCOC(=O)c1c(NC(C)=O)sc2c1C1CCN2CC1 was read as PolyA inhibitor inactive, RGS4 pot inactive, DYRK1A inh -1, hERG protect -9, KCNQ1 block inactive, GSK3B inh 0, RGS4 inh inactive, GSK3 alpha inh -2, KCNK9 inh inactive, KCNQ1 act inactive and KCNK3 block inactive.
For CCCCOc1nc2ccccc2nc1C(C#N)C(=O)NC1CCCCC1 (stereo not drawn) the results were PolyA inhibitor inactive, RGS4 pot inactive, DYRK1A inh -5, hERG protect -15, KCNQ1 block inactive, GSK3B inh -4, RGS4 inh inactive, GSK3 alpha inh -4, KCNK9 inh inactive, KCNQ1 act inactive and KCNK3 block inactive.
For CS(=O)(=O)c1[nH]nc(-c2ccccc2Cl)c1C#N the results were PolyA inhibitor inactive, RGS4 pot inactive, hERG protect -12, KCNQ1 block inactive, GSK3B inh 3, RGS4 inh inactive, GSK3 alpha inh -1, KCNK9 inh inactive, KCNQ1 act inactive and KCNK3 block inactive.

From PubChem BioAssay
